Screening results from PubChem BioAssay.
PTHR1 agonist: PTHR1 (human) receptor agonism | HEK293 GP2 PTHR1 cells, GloSensor cAMP luminescence, 1 h | Potency, µM (doses to about 115 µM), inactives show at the top dose activation, hits mostly activators | hit rate 0.075% among 410,000 | Q03431; further: potency means the concentration at half of the fitted maximal effect; nearly all actives have a fitted effect of over 55% in size; some results filed as inactive show a strong effect at the top dose; inactives centre near -15; many of its hits are not listed in these tables
Target sequence (Q03431 whole entry, looked up): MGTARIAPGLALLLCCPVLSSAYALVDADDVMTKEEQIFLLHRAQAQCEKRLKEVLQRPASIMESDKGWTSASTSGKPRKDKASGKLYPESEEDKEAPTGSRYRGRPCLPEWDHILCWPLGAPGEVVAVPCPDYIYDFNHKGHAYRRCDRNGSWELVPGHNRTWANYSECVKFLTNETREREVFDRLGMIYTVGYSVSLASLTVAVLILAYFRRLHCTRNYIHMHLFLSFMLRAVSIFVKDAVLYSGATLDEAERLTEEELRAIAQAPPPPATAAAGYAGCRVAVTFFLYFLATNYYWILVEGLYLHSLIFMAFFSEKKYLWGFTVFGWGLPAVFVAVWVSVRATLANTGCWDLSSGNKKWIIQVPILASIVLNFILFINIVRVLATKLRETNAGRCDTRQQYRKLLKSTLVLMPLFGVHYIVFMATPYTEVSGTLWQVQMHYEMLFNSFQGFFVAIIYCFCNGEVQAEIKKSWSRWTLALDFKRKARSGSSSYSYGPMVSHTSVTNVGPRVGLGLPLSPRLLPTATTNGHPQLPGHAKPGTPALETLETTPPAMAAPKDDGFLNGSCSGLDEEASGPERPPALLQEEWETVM
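HEK-293-derived GP2 cells expressing PTHR1 and a GloSensor cAMP reporter, 3,000/well, plated overnight, given luciferin plus IBMX (each 0.5 mM as added) for 1 h at 37 °C, then compound for 1 h at 37 °C. Luminescence was read after 15 min at room temperature.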
GLP1R ag: GLP-1 receptor (human) agonism | HEK293 GLP-1R CRE-luciferase, luminescence, 4-6 h; cells express a hypersensitive GLP-1R form | P43220 | Potency, µM (doses to about 45.6 µM), without a hit: at the top dose activation, usual class: activators | AID 624172 | hit rate 0.007% among 380,000; further: potency means the concentration at half of the fitted maximal effect; % of control where 0% means no effect
GLP-1R inv ag: inverse agonists of human GLP-1 receptor | AID 624417 | Potency, µM (top dose mostly 38.3 µM), without a hit: at the top dose activity change, negative = inhibition, usual class: inhibitors | hit rate 1.6% among 410,000 | HEK293 GLP-1R CRE-luciferase, luminescence, 24 h; GLP-1R form is constitutively active | P43220; further: potency means the concentration at half of the fitted maximal effect; on the % scale 0 is the no-effect control and ±100 the full control effect; nearly all actives have a fitted effect of over 55% in size
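Stable HEK293 clone (constitutively active GLP-1R + cAMP-response luciferase); 200 cells/uL plated, 12 h pre-culture, compound 24 hr, 37 deg C/5% CO2; detection reagent 12 min RT; luminescence.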
D3 antag: blocks the human D3 dopamine receptor | hit rate 2.5% among 360,000 | D3R cells, DiscoveRx beta-arrestin luminescence, antagonist mode; active compounds read low | P35462 | max response, negative = inhibition, %; in the data active means max response below about -50%; inconclusive means no clear call, values can overlap the other calls; further: on the % scale 0 is the no-effect control and ±100 the full control effect; mostly tested at two doses, the higher about 12 µM
Target sequence (P35462 whole entry, looked up): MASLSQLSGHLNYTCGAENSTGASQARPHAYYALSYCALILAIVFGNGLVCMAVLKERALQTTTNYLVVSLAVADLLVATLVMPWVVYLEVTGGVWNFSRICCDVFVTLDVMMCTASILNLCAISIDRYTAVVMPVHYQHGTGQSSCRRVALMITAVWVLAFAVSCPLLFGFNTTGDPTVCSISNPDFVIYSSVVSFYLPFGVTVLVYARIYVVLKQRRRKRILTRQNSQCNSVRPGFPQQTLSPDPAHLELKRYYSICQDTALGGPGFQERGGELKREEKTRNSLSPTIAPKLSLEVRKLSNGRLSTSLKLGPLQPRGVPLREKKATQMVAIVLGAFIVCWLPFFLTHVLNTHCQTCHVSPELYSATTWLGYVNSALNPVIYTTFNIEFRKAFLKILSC
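Cells plated overnight at 1500 cells/well, then exposed to library compounds with dopamine controls for 90 minutes at 37 degrees C. DiscoveRx reagent added for 30–60 minutes at room temperature; luminescence read, quantitative HTS format.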
TDP43 rescue: rescues yeast growth from TDP-43 toxicity; Potency, µM (top dose mostly 46.1 µM), for inactives: top-dose growth rescue (activation), hits mostly activators; hit rate 1.8% among 410,000; TDP-43 expressing yeast growth rescue, BacTiter-Glo, 24 h; further: potency means the concentration at half of the fitted maximal effect; % of control where 0% means no effect; nearly all actives have a fitted effect of over 50% in size
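In this qHTS, compounds that restore growth of yeast expressing TDP-43 appear as activators. Cells (OD600=0.02, galactose medium, raffinose-pregrown) are incubated with compound 24 hr at 30 deg C and growth is quantified by BacTiter-Glo.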
DRD3 agonist: D3 dopamine receptor (human) agonism; D3R DiscoveRx beta-arrestin cells, luminescence, 90 min; AID 652048; P35462; max activation, %; hit rate 0.58% among 410,000; in the data active means max activation above about 30%; further: 0% is about no effect; mostly tested at two doses, the higher about 12 µM
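Agonist-mode cell screen: cells plated at 1500/well and incubated overnight at 37 °C, then exposed to library compounds for 90 min at 37 °C. Detection reagent was added for 30–60 min at room temperature, and luminescence was read.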
aSyn yeast inh: rescues yeast growth from alpha-synuclein toxicity; Yeast expressing alpha-synuclein, growth rescue, BacTiter-Glo, 24 h; Potency, µM (top dose mostly 46.1 µM), for the others: top-dose growth rescue (activation), hits mostly activators; hit rate 0.14% among 370,000; AID 652106; further: potency means the concentration at half of the fitted maximal effect; % of control where 0% means no effect; nearly all actives have a fitted effect of over 65% in size
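Galactose-induced alpha-syn yeast (OD600=0.02, raffinose-pregrown) + pinned cpd, 24 hr, 30 deg C; growth by BacTiter-Glo luminescence. Growth restoration scores as activation.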
KB-V1 cytotox: KB-V1 MDR subline cytotoxicity | KB-V1 MDR cells viability, CellTiter-Glo, 72 h | Potency, µM (titrated, usually from 46.1 µM), for the others: at the top dose activity change, negative = cytotoxicity, most hits filed as cytotoxic | hit rate 3.4% among 400,000; further: potency means the concentration at half of the fitted maximal effect; on the % scale 0 is the no-effect control and ±100 the full control effect; nearly all actives have a fitted effect of over 60% in size
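Cells of the MDR subline KB-V1 are plated, dosed with compound at multiple concentrations, and incubated 72 h at 37 degrees C; CellTiter-Glo is then added and luminescence read after 10 min.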
GLP1R cytotox: cytotoxic in the GLP-1 receptor inverse agonist counter-screen; HEK293 cAMP-luciferase reporter cells, luminescence, 24 h; Potency, µM (series often up to 38.3 µM), for the others: at the highest dose activity change, negative = inhibition, actives largely listed as inhibitors; hit rate 0.13% among 410,000; AID 624418;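 further: loss of luciferase light is scored as toxicity; potency means the concentration at half of the fitted maximal effect; on the % scale 0 is the no-effect control and ±100 the full control effect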
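MLSMR compounds, 24 hr on cells at 37 deg C/5% CO2; luminescence after luciferase reagent (12 min RT). Inhibition counted as the undesired cytotoxic outcome.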
The depositor's hits bear a star; i = inactive; ? = inconclusive; . = not tested or not shown; [ ] = remark or other dose. Unless noted, the call rests on the fitted dose curve; in most records, active means well fitted curve in the direction sought with a large enough effect; inconclusive means small, poorly fitted or top-dose-only effect, or another doubt; inactive means no such curve, though single readings can be large; an effect the other way counts as inactive or inconclusive. Only part of the results is shown, so the mix of outcomes need not match the whole.

#	SMILES	GLP1R ag	aSyn yeast inh	GLP-1R inv ag	TDP43 rescue	KB-V1 cytotox	D3 antag	PTHR1 agonist	DRD3 agonist	GLP1R cytotox
1	O=C(O)C1CCC(CNS(=O)(=O)c2ccc(Cl)cc2)CC1 (stereo unspecified)	-0.1%	2.7%	5.4%	-11.3%	-1.2%	18.3	-20.6%	-10.9	-3.3%
2	Cn1c(=O)c2c(nc(SCC(=O)NCc3ccc4c(c3)OCO4)n2Cc2ccccc2)n(C)c1=O	-0.4%	7.8%	-13.8%	-13.5%	-21.6%	1.4	?	-28.5	-23.2%
3	CCOC(=O)c1sc(NC(=O)CSc2nc3c(c(=O)n2-c2ccc(C)cc2)SCC3)c(C(=O)OCC)c1C	0.5%	0.7%	9.2%	2.5%	-7.6%	10.5	i	3.7	0.6%
4	O=C(C1=C(O)C(=O)N(CCN2CCOCC2)C1c1cccc(F)c1)c1cc2ccccc2o1 (stereo unspecified)	-4.3%	-8.4%	3.1%	-1.5%	0.0%	-1.4	i	1.3	-2.8%
5	CSc1ncc(Cl)c(C(=O)N(Cc2ccc(C)cc2)C2CCS(=O)(=O)C2)n1 (stereo unspecified)	.	.	-16.8%	22.7%	0.8%	.	i	-8.3	1.3%
6	Cc1ccc(N2C(=O)N(CC(=O)Nc3c(C)cc(C)cc3Cl)C(=O)C2C)cc1 (stereo unspecified)	16.1%	0.2%	10µM*	1.7%	-12.6%	-11.1	-28.9%	2.4	-7.1%
7	Cc1cc(C(=O)CSc2nnc(-c3cccnc3)n2-c2ccccc2)c(C)n1CC1CCCO1 (stereo unspecified)	-1.5%	-1.1%	4.7%	9.8%	-8.2%	5.1	i	1.1	-17.0%
8	CC(C)C(NC(=O)c1ccc(C(C)(C)C)cc1)C(=O)N1CCCC1 (stereo unspecified)	10.6%	-0.9%	-22.4%	15.8%	-11.8%	0.9	-8.8%	-5.2	0.3%
9	COc1ccc(CN2C(=O)C(NC(=O)c3ccccc3OC)(C(F)(F)F)N=C2c2ccccc2)cc1 (stereo unspecified)	-0.6%	.	?	4.9%	?	.	i	-11.4	1.4%
10	O=C(Nc1cccnc1)c1ccc(Br)s1	6.9%	1.5%	4.6%	-3.4%	?	21.1	-6.1%[57.5 µM]	-10.3	-13.2%
11	COc1cc2ncnc(NCc3ccccc3Cl)c2cc1OC	16.3%	-15.4%	19.6%	9.5%	2.4%	-16.2	-31.8%	5.8	-4.1%
12	CC(C)CC(=O)Nc1ccc(C(=O)COC(=O)Cc2n[nH]c(=O)c3ccccc23)cc1	5.7%	2.3%	15.7%	2.1%	?	-8.4	-26.0%	-1.6	-1.4%
13	Cc1ccc(OCc2csc(N)n2)cc1	-7.5%	-5.2%	22.1%[0.307 µM]	8.7%	0.5%	6.6	i	7.6	-6.0%[0.307 µM]
14	CCn1nnc2cc(C(=O)Nc3cc(Cl)ccc3C)ccc21	-1.6%	0.7%	-25.4%	4.3%	-0.1%	-4.4	i	0.2	-15.7%
15	O=C(COC(=O)COc1cccc(C(F)(F)F)c1)Nc1ccc(N2CCOCC2)cc1	-2.7%	0.2%	2.6%	19.5%	8.4%	14.3	-17.0%	-0.1	-3.6%
16	O=C(NCc1ccccc1)C(c1ccncc1)N(C(=O)c1csnn1)c1ccccc1F (stereo unspecified)	8.2%	3.3%	1.3%	-14.6%	-2.6%	18.4	-11.0%	-0.6	6.2%
17	Cn1c(CCN2CCCCC2)nc2cc(NC(=O)Nc3ccccc3)ccc21	13.8%	1.9%	23.5%	-18.8%	22.6%	-17.0	-21.1%	-8.9	-19.3%
18	COCCCNCCCCOc1ccccc1-c1ccccc1	21.9%	-11.8%	?	10.9%	?	-77.6*	-2.4%	-11.9	-6.3%
19	O=C(CN(Cc1ccc(F)cc1)C(=O)c1csnn1)NCc1ccccc1	7.7%	4.4%	7.4%	0.7%	-15.9%	3.9	i	1.6	2.0%
20	COc1ccc(-c2csc(N3C(=O)CNC3=S)n2)cc1	0.3%	-3.9%	-28.8%	-5.1%	2.7%	-0.3	i	0.8	-25.5%

#	SMILES	GLP1R ag	aSyn yeast inh	GLP-1R inv ag	TDP43 rescue	KB-V1 cytotox	D3 antag	PTHR1 agonist	DRD3 agonist	GLP1R cytotox
21	NC1=NC[C@@H](Cc2ccc(O)cc2)N1CC1CCCCC1	-2.5%	-6.5%	0.8%	-14.9%	0.0%	?	15.8%	-23.5	3.2%
22	CCN1CCN(CCCNC(=O)c2ccc3c(c2)NC(=O)/C(=C\c2cccc(C)c2)S3)CC1	-0.3%	-3.6%	7.08µM*	-46.1%[inhibitor]	0.0%	-4.8	-29.1%	-0.5	?
23	CC(OC(=O)CNC(=O)c1ccc(Cl)c([N+](=O)[O-])c1)C(=O)NC1CCCCC1C (stereo unspecified)	16.9%	4.7%	-8.8%	13.2%	?	26.2	-4.2%	0.8	3.4%
24	COc1ccc(CCNC(=O)CSc2nnc3c(n2)[nH]c2ccc(F)cc23)cc1OC	10.9%	1.7%	9.3%	-8.0%	?	2.6	i	5.7	10.2%
25	CC12CCC(=O)N1C(C(=O)Nc1nc3ccccc3s1)CS2 (stereo unspecified)	-6.9%	-11.1%	4.1%	8.5%	8.0%	-9.9	-21.8%	-0.1	4.8%
26	O=C(NCCN1C(=O)C2C3C=CC(C3)C2C1=O)Nc1ccccn1 (stereo unspecified)	-10.3%	0.1%	11.2%	6.6%	2.8%	-19.7	-8.8%	1.9	1.6%
27	C=CCn1c(C)cc(C(=O)COC(=O)c2n[nH]c(=O)c3ccccc23)c1C	5.1%	-8.7%	3.6%	1.1%	-17.0%	1.1	-18.2%	1.3	1.4%
28	Cn1cc(Cl)c(C(=O)Nc2nccs2)n1	4.3%	-3.8%	11.3%	-18.0%	?	-12.7	-0.4%	-8.9	1.4%
29	O=c1[nH]oc2cc(Cl)ccc12	-3.7%	-8.8%	7.6%	2.2%	14.6%	-26.6	-20.5%	-3.2	1.3%
30	C[C@@H]1CN([C@@H](C)CO)C(=O)CCCn2nncc2CO[C@H]1CN(C)C(=O)c1ccccc1	4.9%	-0.2%	-7.0%	0.8%	1.0%	-24.7	-12.4%	-0.2	8.5%
31	CCCCc1ncc(CN2CCC(n3nccc3NC(=O)c3ccccc3OC)CC2)[nH]1	2.2%	3.5%	-22.1%	19.2%	?	6.9	i	1.7	-8.0%
32	CCOc1ccc(S(=O)(=O)N(C)c2ccc(OCC(=O)Nc3nccs3)cc2)cc1	13.6%	0.6%	?	-2.5%[9.22 µM]	-11.5%	2.4	-27.9%	-0.9	1.9%
33	Cc1cc(C=O)c(C)c2c1[nH]c1ccccc12	2.3%	-4.3%	?	22.2%	?	-19.0	i	-3.8	-25.0%
34	CC1(C)C(=O)Nc2ccccc2N1C(=O)COC(=O)c1cc(Cl)cc(Cl)c1	8.3%	-4.2%	-23.0%	-3.9%	-25.1%	7.9	-45.3%[inhibitor]	-7.9	-0.1%
35	COc1cc(C(C(=O)NCc2ccccc2)N(Cc2ccco2)C(=O)c2cnccn2)cc(OC)c1OC (stereo unspecified)	7.0%	-11.1%	-6.2%	8.0%	?	7.4	-19.3%	8.7	-17.8%
36	COc1ccc(CCn2c(=N)c(C(=O)NC3CCCC3)cc3c(=O)n4ccccc4nc32)cc1OC	8.0%	-5.0%	57.1%[activator]	11.9%	-7.8%	8.8	-6.5%	-2.4	1.7%
37	CCN1CCN(CCCOc2ccc(-c3ccccc3)cc2)CC1	-0.6%	0.9%	?	-54.0%[inhibitor]	?	?	-19.4%	-15.1	-11.6%
38	COc1ccc(CCN(C)Cc2ccc(OC)c(OCc3ccccc3)c2)cc1OC	11.4%	5.2%	?	-14.9%	-15.2%	?	-23.5%	-60.4	-24.4%
39	Cc1c(Cl)cccc1NC(=O)c1cc(-c2ccco2)on1	12.0%	0.6%	9.2%	-3.2%	-15.9%	-9.4	-3.3%	2.4	-0.5%
40	CCOc1ccccc1C(=O)Nc1ccc(S(=O)(=O)Nc2nc(C)cc(C)n2)cc1	.	.	27.7%	8.0%	20.3%	.	-7.9%	11.3	8.5%
41	COc1cccc(NC(=O)CSc2nc(N)cc(N)n2)c1	1.1%	0.1%	-2.1%	-18.6%	10.2%	-19.0	?	-0.4	-4.8%
42	CCOC(=O)C1CCCN(S(=O)(=O)c2cccc3nsnc23)C1 (stereo unspecified)	-1.3%	2.4%	?	10.5%	?	5.5	-2.0%	-2.0	-3.0%
43	COc1ccc(C(=O)Nc2cc(Cl)ccc2N2CCOCC2)cc1S(=O)(=O)N1CCOCC1	3.2%	-3.0%	49.8%[activator]	4.5%	-14.9%	-10.7	i	-6.2	-4.8%

Pulled one by one from the entries so far:
#	SMILES	GLP1R ag	aSyn yeast inh	GLP-1R inv ag	TDP43 rescue	KB-V1 cytotox	D3 antag	PTHR1 agonist	DRD3 agonist	GLP1R cytotox
37	CCN1CCN(CCCOc2ccc(-c3ccccc3)cc2)CC1	-0.6%	0.9%	?	-54.0%[inhibitor]	?	?	-19.4%	-15.1	-11.6%
26	O=C(NCCN1C(=O)C2C3C=CC(C3)C2C1=O)Nc1ccccn1 (stereo unspecified)	-10.3%	0.1%	11.2%	6.6%	2.8%	-19.7	-8.8%	1.9	1.6%
